Bioassay records as filed in PubChem.
FAS TE block: FAS thioesterase (human) inhibition | 360,000 compounds, 0.67% hits | recombinant FAS-TE, OMFH fluorogenic substrate, fluorescence endpoint | P49327 | inhibition, % at 15 µM | AID 602261;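 active means compounds whose normalised, plate-corrected inhibition of enzyme fluorescence in the single-dose primary screen is 50% or more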;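 further: 0% = DMSO with enzyme and 100% = substrate without enzyme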
E coli Lon inh: inhibitors of E. coli Lon protease; purified E. coli Lon protease, fluorescence polarization; AID 602123; 360,000 compounds, 0.42% hits; inhibition, % at 7.94 µM; in the data active means inhibition above about 13%, passing the limit was not always enough;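 further: 0% = enzyme with probe and DMSO and 100% = no enzyme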
NRP1-CendR mod: NRP-1/CendR interaction modulation; inhibition, % at 25 µM; 360,000 compounds, 0.85% hits; AID 602438; FAM-RPARPAR peptide binding to NRP-1, fluorescence polarization; O14786;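 active means inhibition or corrected inhibition above about 18%, plus a signal ratio from 0.5 to 1.5, limit read from the data, passing the limit was not always enough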; further: strong numbers were not always called active
bovine MsrA act: activators of bovine methionine sulfoxide reductase A; activation, % at 10.6 µM; purified bovine MsrA, absorbance read-out; 360,000 compounds, 0.3% hits; in the data active means activation above about 7.5%;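 further: 0% = vehicle and 100% = reference activator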
Rin1 Abl inh: human Rin1-Abl interaction inhibition; P00519+Q13671; TR-FRET Rin1/Abl binding, biochemical; inhibition, % at 7.35 µM; 360,000 compounds, 0.4% hits; AID 588664; in the data active means inhibition above about 5%, passing the limit was not always enough
MLLE-PAM2 inh: inhibitors of microRNA-mediated deadenylation, human PABP1 MLLE binding. 360,000 compounds, 0.36% hits. inhibition, % at 20 µM. GST-MLLE / FITC-PAM2 fluorescence polarization. AID 588489. P11940; in the data active means inhibition above about 35%, passing the limit was not always enough;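 further: plate controls were DMSO wells with GST-MLLE for no effect and wells lacking GST-MLLE protein for full effect; some results filed as inactive read as strong as hits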
Target sequence (P11940 whole entry, looked up): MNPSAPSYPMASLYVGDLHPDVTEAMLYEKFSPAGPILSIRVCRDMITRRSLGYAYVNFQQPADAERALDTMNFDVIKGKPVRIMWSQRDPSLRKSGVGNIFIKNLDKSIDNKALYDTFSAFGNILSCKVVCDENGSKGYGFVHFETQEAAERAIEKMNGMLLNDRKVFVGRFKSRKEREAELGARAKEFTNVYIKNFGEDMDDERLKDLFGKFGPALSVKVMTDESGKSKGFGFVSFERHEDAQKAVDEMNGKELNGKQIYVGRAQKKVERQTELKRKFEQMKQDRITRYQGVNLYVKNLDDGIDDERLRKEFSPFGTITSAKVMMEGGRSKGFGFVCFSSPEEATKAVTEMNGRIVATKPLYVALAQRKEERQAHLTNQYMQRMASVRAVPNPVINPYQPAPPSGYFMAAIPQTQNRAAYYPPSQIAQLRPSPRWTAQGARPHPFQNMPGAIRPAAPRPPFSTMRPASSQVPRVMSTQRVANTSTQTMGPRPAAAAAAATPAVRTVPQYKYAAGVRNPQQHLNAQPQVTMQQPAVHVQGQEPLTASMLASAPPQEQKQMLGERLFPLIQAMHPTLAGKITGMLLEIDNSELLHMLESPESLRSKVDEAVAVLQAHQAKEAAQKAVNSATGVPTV
Neddylation inh: blocks human cullin neddylation; P61081+Q13564; TR-FRET cullin neddylation, biochemical; calls only at 25 µM; 360,000 compounds, 0.58% hits; in the data active means inhibition above about 36%
MT1-MMP act inh: inhibitors of human MT1-MMP activation | HT1080 RFP-PRO-GFP cells, GFP/RFP ratio fluorescence, overnight; percent of plate control window, DMSO zero | GFP/RFP ratio change, % at 20 µM | 360,000 compounds, 0.061% hits;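 active means GFP/RFP ratio change of at least 30% with cell ATP level not reduced by more than half and red fluorescence within 50% of control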; further: strong numbers were not always called active
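Assay system – RFP-PRO-GFP reporter HT1080 cells · Compound dosing – single dose of 20 µM compound, 1% DMSO final · Incubation – overnight compound exposure at 37 °C · Measure – GFP/RFP fluorescence ratio · Benchmarks – DMSO wells and RFP-L50D-GFP cells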
SKN-1 inh: C. elegans SKN-1 inhibition; C. elegans VP596 Pgst-4::GFP/RFP ratio, acrylamide-induced, 24 h; inhibition, % at 21.8 µM; 360,000 compounds, 0.49% hits; AID 624304;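 active means interference check ratio from 0.5 to 1.5 plus GFP to RFP signal ratio inhibition reaching or exceeding a fixed threshold, cut at about 30% in these data, passing the limit was not always enough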; further: some compounds called inactive have numbers as strong as hits
An asterisk follows results filed as active; i = inactive; x = not tested or not shown; + = active, no number.

1) CC[C@H](C)Cc1cn([C@@H](CCCN=C(NC(=O)OC(C)(C)C)NC(=O)OC(C)(C)C)C(=O)NCCCCCCCCCCC(=O)N2CCN(C(=O)OC(C)(C)C)CC2)nn1
2) COc1cc(O)c(C(C)=O)cc1OC
3) CC1Cc2ccccc2N1C(=S)NC(=O)c1ccc(Cl)cc1Cl (configuration not stated)
4) OCC1(Cc2cccc(Cl)c2)CCCN(Cc2ccc3cc(F)ccc3n2)C1 (configuration not stated)
5) COc1cccc(C2=NOC(C(=O)NCCN3CCOCC3)C2)c1 (configuration not stated)
6) Cn1c(SCC(=O)N2CCCc3ccccc32)nnc1-c1c[nH]c2ccccc12
screen / no.,1,2,3,4,5,6
FAS TE block,-34,-8,3,10,-7,-3
E coli Lon inh,-5,0,-2,-2,-8,0
NRP1-CendR mod,-7,1,4,1,2,5
bovine MsrA act,1,-10,-3,0,0,0
Rin1 Abl inh,3,-2,-1,-1,-10,2
MLLE-PAM2 inh,5,-6,34,13,-1,1
Neddylation inh,i,i,i,i,i,i
MT1-MMP act inh,-7,5,0,-10,2,4
SKN-1 inh,-4,-17,12,4,-1,7

7) O=[N+]([O-])c1cccc(-c2ccc(CN3CCCCC3)o2)c1
8) CCN1C[C@@H]2[C@@H]3C(=O)N(C)C(=O)[C@@H]3[C@](CC)(C1=O)N2C(=O)c1ccc(C(C)(C)C)cc1
9) Cc1ccc(N(C(=O)CNC(=O)c2ccco2)C(C(=O)NC2CCCC2)c2ccncc2)cc1F (configuration not stated)
10) CCCn1cnc2sc(CC)cc2c1=O
11) Cc1cc2nsnc2c(S(=O)(=O)NCC(=O)O)c1C
12) Cc1ccc(C)c(S(=O)(=O)NNC(=O)Nc2ccccc2Cl)c1
screen / no.,7,8,9,10,11,12
FAS TE block,2,-6,3,-13,-6,0
E coli Lon inh,-8,6,-7,0,-2,0
NRP1-CendR mod,2,-6,3,-1,-3,2
bovine MsrA act,-1,-1,-4,1,-3,-1
Rin1 Abl inh,2,2,1,0,-3,-2
MLLE-PAM2 inh,23,1,7,4,10,5
Neddylation inh,i,i,i,i,i,i
MT1-MMP act inh,0,2,-4,0,-1,-5
SKN-1 inh,0,2,25,7,9,-11

13) COc1cccc(NC(=O)N2CCCC2C(=O)Nc2cc(C)ccc2OC)c1 (configuration not stated)
14) Cc1ccccc1-c1cc2nc(NCc3ccncc3)n(C)c(=O)c2s1
15) CCc1cccc(CC)c1NC(=O)/C(C#N)=C/c1ccccc1C(F)(F)F
16) C/C=C/c1ccc(OCC(=O)Nc2ccc(C(N)=O)cc2)c(OC)c1
17) COc1ccc(/C=N/Nc2nc(-c3ccc(C)cc3)c(NC(C)=O)s2)cc1OC
18) CCc1noc(C)c1C(=O)Oc1ccc(N(C)S(=O)(=O)c2ccc(C)cc2)cc1
screen / no.,13,14,15,16,17,18
FAS TE block,-3,6,54*,-8,-3,44
E coli Lon inh,8,0,-2,0,-8,-6
NRP1-CendR mod,9,-6,6,-2,-9,-3
bovine MsrA act,-3,-3,11*,-7,-1,-3
Rin1 Abl inh,0,-12,-1,-1,-1,0
MLLE-PAM2 inh,-6,3,3,5,-71,12
Neddylation inh,i,i,i,i,i,i
MT1-MMP act inh,-2,5,-50,0,1,-7
SKN-1 inh,3,4,2,-7,-8,17

Taken from above.
Reading for entry 17 under E coli Lon inh: -8
Reading for entry 14 under MT1-MMP act inh: 5

Further structures.
19) O=C(CCC(=O)N(CC(=O)NC1CCCCC1)CC1CCCO1)Nc1nccs1 (configuration not stated)
20) COC(=O)c1[nH]c2c(c1C)C(=O)CC(c1cc(OC)c(OC)c(OC)c1)C2 (configuration not stated)
21) Cc1oc2c(cc(NS(=O)(=O)c3ccc4c5c(cccc35)C(=O)N4)c3ccccc32)c1C(=O)OC(C)C
22) Cc1ccc(S(=O)(=O)NNC(=O)c2sc3nc(C)cc(C)c3c2-n2cccc2)cc1
23) Cc1cc(Br)c(OCc2ccc(C(=O)N/N=C/c3ccc[nH]3)cc2)c(Br)c1
24) CCCn1c(NCc2ccco2)nc2c1c(=O)n(C)c(=O)n2C
screen / no.,19,20,21,22,23,24
FAS TE block,-1,0,-11,8,5,-5
E coli Lon inh,-3,-9,2,-3,-5,0
NRP1-CendR mod,1,-9,-14,-11,-2,17
bovine MsrA act,-3,-3,2,1,-5,-3
Rin1 Abl inh,1,-3,-3,4,2,0
MLLE-PAM2 inh,10,2,17,-14,-8,7
Neddylation inh,i,i,x,i,+,i
MT1-MMP act inh,-3,0,-12,-4,-3,5
SKN-1 inh,-1,4,15,28,-12,1

25) Cc1nc(NCc2ccccc2)c2cc[nH]c2n1
26) CC(C)Cc1nnc(NC(=O)Nc2ccccc2)s1
27) O=C(COc1ccc([N+](=O)[O-])cc1)NCCC1=CCCCC1
28) c1ccc2scnc2c1
29) C/C(=N\NC(=O)c1cccc(S(=O)(=O)N2CCCC2)c1)c1ccco1
30) COc1nc(C#N)c(N2CCOCC2)o1
screen / no.,25,26,27,28,29,30
FAS TE block,-7,5,63*,-4,-9,-5
E coli Lon inh,-7,-11,-8,6,-1,-8
NRP1-CendR mod,8,13,12,-6,1,4
bovine MsrA act,0,-9,-1,-8,-4,-3
Rin1 Abl inh,3,-2,-2,2,2,-4
MLLE-PAM2 inh,-3,0,-4,4,2,5
Neddylation inh,i,i,i,i,i,i
MT1-MMP act inh,4,7,3,2,1,-1
SKN-1 inh,-1,6,13,4,5,-4

31) CC(=O)NCCc1ccc(C(=O)CSc2nnc(C3CC3)n2C2CC2)cc1
32) CCN(CC)c1nc(OC)nc(-n2nnc(C(C)=O)c2C)n1
33) C=CCNC(=S)N1CCN(c2cccc(C(F)(F)F)c2)CC1
34) CCn1nc(NC(C)=O)c2cc3cccc(C)c3nc21
35) CCOc1ccc(N=Nc2cc(C(C)C)ccc2O)cc1
36) COc1cc(NC(=O)CN2CCN(c3ccccc3O)CC2)c(C)cc1[N+](=O)[O-]
screen / no.,31,32,33,34,35,36
FAS TE block,-5,-3,7,-3,22,5
E coli Lon inh,-5,-7,1,-6,-2,-8
NRP1-CendR mod,-10,0,-9,-2,2,5
bovine MsrA act,-1,-3,-5,-3,-3,0
Rin1 Abl inh,1,-4,-2,-3,1,-1
MLLE-PAM2 inh,2,-1,-139,-100,3,-21
Neddylation inh,i,i,i,x,i,i
MT1-MMP act inh,-1,3,5,-2,3,3
SKN-1 inh,6,10,-4,22,2,2

Shown as a hit in bovine MsrA act, of those listed so far:
cpd | SMILES | E coli Lon inh | NRP1-CendR mod | bovine MsrA act | Rin1 Abl inh | MLLE-PAM2 inh | Neddylation inh | MT1-MMP act inh | SKN-1 inh
15 | CCc1cccc(CC)c1NC(=O)/C(C#N)=C/c1ccccc1C(F)(F)F | -2 | 6 | 11* | -1 | 3 | i | -50 | 2

Continued:
37) Cc1ccc(O)c(N=Nc2ccccc2)n1
38) Cc1ccc(NC(=S)NC(=O)c2ccc(-c3ccccc3)cc2)cc1
39) COc1ccc(CN2CC(C(=O)NC3CCCCC3)CC2=O)cc1 (configuration not stated)
40) CN(C)/C=C(\C#N)C(=O)N/N=C/c1ccc(F)cc1
41) O=C(NCc1ccccc1)c1cc(C2CCCCN2C(=O)OCCF)on1 (configuration not stated)
42) COc1ccc(NC(=O)Cn2nc(C(=O)O)c3ccccc3c2=O)cc1S(=O)(=O)N1CCCCC1
screen / no.,37,38,39,40,41,42
FAS TE block,-4,18,-3,1,-2,-4
E coli Lon inh,-7,-10,2,-3,-12,4
NRP1-CendR mod,21,4,-5,14,-4,14
bovine MsrA act,-3,-4,-6,-5,-1,-6
Rin1 Abl inh,-13,2,1,2,2,-3
MLLE-PAM2 inh,8,34,-4,21,4,-11
Neddylation inh,i,i,i,i,i,i
MT1-MMP act inh,5,2,0,2,-2,3
SKN-1 inh,24,10,4,7,-14,18

43) COc1ccccc1CNC(=O)COc1ccc(S(=O)(=O)N2CCCC2)cc1
44) CC1CCC(NC(=O)c2cc3c(s2)CS(=O)(=O)C3)CC1 (configuration not stated)
45) COCCn1c(C)cc(C(=O)CSc2nc3ccccc3c(=O)n2Cc2ccco2)c1C
46) O=C(Nc1ccc(N2CCOCC2)cc1)c1ccc2ncsc2c1
47) Cc1cc(C(=O)NN=C2CCCCCCC2)c2ccccc2n1
48) COc1ccccc1-c1ncn(Cc2cccc(-c3ccccc3)c2)c1-c1cc(C)cc(C)c1
screen / no.,43,44,45,46,47,48
FAS TE block,1,-2,25,-4,-3,x
E coli Lon inh,2,-1,-3,-6,-22,x
NRP1-CendR mod,10,-16,-13,-11,-27,-26
bovine MsrA act,-10,-4,-11,-6,1,x
Rin1 Abl inh,5,2,1,3,0,x
MLLE-PAM2 inh,-18,-9,-25,21,0,x
Neddylation inh,i,i,i,i,i,i
MT1-MMP act inh,-1,0,8,2,2,-8
SKN-1 inh,21,2,-2,9,17,5

49) COC(=O)Cc1cc(=O)n2c(nc3ccccc32)[nH]1
50) Cc1cccc(N(CC(N)=O)S(C)(=O)=O)c1C
51) COCCNC(=O)c1cn(C)c(=O)c2cc(OC)c(OC)cc12
52) CCOC(=O)CCc1c(C)nc2c(c(C)nn2C(C)(C)C)c1C
screen / no.,49,50,51,52
FAS TE block,-6,-8,-10,9
E coli Lon inh,-8,-2,0,-1
NRP1-CendR mod,10,-2,-7,2
bovine MsrA act,-4,-1,-1,3
Rin1 Abl inh,2,0,2,4
MLLE-PAM2 inh,-16,1,4,-1
Neddylation inh,x,i,i,i
MT1-MMP act inh,1,3,2,-3
SKN-1 inh,19,-1,-13,-13

Entries listed so far containing a halogen (9):
3) CC1Cc2ccccc2N1C(=S)NC(=O)c1ccc(Cl)cc1Cl (configuration not stated)
4) OCC1(Cc2cccc(Cl)c2)CCCN(Cc2ccc3cc(F)ccc3n2)C1 (configuration not stated)
9) Cc1ccc(N(C(=O)CNC(=O)c2ccco2)C(C(=O)NC2CCCC2)c2ccncc2)cc1F (configuration not stated)
12) Cc1ccc(C)c(S(=O)(=O)NNC(=O)Nc2ccccc2Cl)c1
15) CCc1cccc(CC)c1NC(=O)/C(C#N)=C/c1ccccc1C(F)(F)F
23) Cc1cc(Br)c(OCc2ccc(C(=O)N/N=C/c3ccc[nH]3)cc2)c(Br)c1
33) C=CCNC(=S)N1CCN(c2cccc(C(F)(F)F)c2)CC1
40) CN(C)/C=C(\C#N)C(=O)N/N=C/c1ccc(F)cc1
screen / no.,3,4,9,12,15,23,33,40
FAS TE block,3,10,3,0,54*,5,7,1
E coli Lon inh,-2,-2,-7,0,-2,-5,1,-3
NRP1-CendR mod,4,1,3,2,6,-2,-9,14
bovine MsrA act,-3,0,-4,-1,11*,-5,-5,-5
Rin1 Abl inh,-1,-1,1,-2,-1,2,-2,2
MLLE-PAM2 inh,34,13,7,5,3,-8,-139,21
Neddylation inh,i,i,i,i,i,+,i,i
MT1-MMP act inh,0,-10,-4,-5,-50,-3,5,2
SKN-1 inh,12,4,25,-11,2,-12,-4,7

41) O=C(NCc1ccccc1)c1cc(C2CCCCN2C(=O)OCCF)on1 (configuration not stated)
screen / no.,41
FAS TE block,-2
E coli Lon inh,-12
NRP1-CendR mod,-4
bovine MsrA act,-1
Rin1 Abl inh,2
MLLE-PAM2 inh,4
Neddylation inh,i
MT1-MMP act inh,-2
SKN-1 inh,-14
